Assay outcomes: PubChem, several laboratories
M4 ag: agonists of human muscarinic M4 receptor (CHRM4). 360,000 compounds, 0.14% hits. CHO-K1 hM4/Gqi5, Fluo-8 calcium fluorescence; vehicle 0%, full acetylcholine response 100%. activation, % at 3 µM. AID 624127. P08173;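 active means activation above the run mean over all test wells plus 3 SD, cut at about 32% in these data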;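 further: peak over basal fluorescence ratio per well then scaled between controls; 0% = DMSO wells and 100% = acetylcholine at EC100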
Target sequence (P08173 whole entry, looked up): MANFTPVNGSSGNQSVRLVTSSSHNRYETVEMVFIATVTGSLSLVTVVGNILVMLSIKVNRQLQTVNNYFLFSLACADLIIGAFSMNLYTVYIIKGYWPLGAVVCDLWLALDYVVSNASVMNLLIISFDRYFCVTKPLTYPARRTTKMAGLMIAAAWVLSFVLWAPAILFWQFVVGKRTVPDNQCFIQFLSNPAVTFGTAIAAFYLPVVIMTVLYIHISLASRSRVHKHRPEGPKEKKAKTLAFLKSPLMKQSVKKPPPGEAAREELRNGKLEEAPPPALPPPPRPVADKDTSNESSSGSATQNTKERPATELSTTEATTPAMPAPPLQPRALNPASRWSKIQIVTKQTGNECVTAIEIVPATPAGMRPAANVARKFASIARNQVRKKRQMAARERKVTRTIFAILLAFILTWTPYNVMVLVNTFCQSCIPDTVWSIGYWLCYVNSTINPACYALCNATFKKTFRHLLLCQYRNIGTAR
M5 antag: blocks acetylcholine activation of human M5 receptor; 360,000 compounds, 0.59% hits; inhibition, % at 3 µM; AID 624040; P08912; CHO-hM5 cells, Fluo-8 calcium fluorescence, ACh EC80;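 active means inhibition above a per-plate cutoff, the mean of that plate's test compounds plus 3 SD, cut at about 27% in these data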;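 further: 0% = acetylcholine EC80 with DMSO and 100% = DMSO without agonist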
CHRM1 PAM: human CHRM1 positive allosteric modulation; P11229; CHO-K1 hM1, Fluo-8 calcium fluorescence, ACh EC20; 0% = ACh EC20, 100% = maximal ACh; activation, % at 3 µM; 360,000 compounds, 0.088% hits; in the data active means activation above about 19%, passing the limit was not always enough
Target sequence (P11229 whole entry, looked up): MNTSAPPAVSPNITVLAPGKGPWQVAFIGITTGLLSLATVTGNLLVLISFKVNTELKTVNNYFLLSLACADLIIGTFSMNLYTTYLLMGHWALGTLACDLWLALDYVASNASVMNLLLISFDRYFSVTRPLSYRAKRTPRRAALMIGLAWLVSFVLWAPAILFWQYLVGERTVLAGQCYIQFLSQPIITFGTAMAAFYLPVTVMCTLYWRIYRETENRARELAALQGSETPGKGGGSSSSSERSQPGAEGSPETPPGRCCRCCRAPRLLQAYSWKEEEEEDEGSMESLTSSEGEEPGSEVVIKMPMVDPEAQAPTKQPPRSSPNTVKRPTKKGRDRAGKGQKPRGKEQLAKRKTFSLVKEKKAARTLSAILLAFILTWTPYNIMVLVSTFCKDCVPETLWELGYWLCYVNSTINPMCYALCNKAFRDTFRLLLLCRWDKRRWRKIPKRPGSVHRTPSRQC
CRFBP-R2 agonist: CRF-BP/CRF-R2 complex agonism. HEK293 CRF-R2/CRF-BP, calcium dye fluorescence (FLIPR); percent of saturating CRF peptide response. activation, % at 13.2 µM. 350,000 compounds, 0.46% hits. AID 588473;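 active means activation of at least 50%, plus an integration ratio under a set limit after plate pattern correction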;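 further: plate controls were neutral control wells without compound for no effect and CRF at EC100 for full effect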
CRFR2-BP antag: blocks CRF-induced signaling of the CRF-BP/CRF-R2 complex. inhibition, % at 11.8 µM. AID 588475. 350,000 compounds, 0.59% hits. HEK293 CRF-R2/CRF-BP, CRF-induced calcium fluorescence;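 active means inhibition of the ligand-induced calcium signal above about 50% at the single tested concentration, limit read from the data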
M5 ag: CHRM5 agonism in calcium assay; P08912; CHO-K1 hM5 cells, Fluo-8 calcium fluorescence; 0% DMSO wells, 100% maximal acetylcholine response; activation, % at 3 µM; 360,000 compounds, 0.19% hits; AID 624037;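 active means activation above the run's mean over test compounds plus 3 SD, cut at about 23% in these data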;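 further: signal is peak over basal fluorescence ratio across the kinetic read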
CHRM5 PAM: positive allosteric modulators of human muscarinic M5 receptor; P08912; CHO-K1 hM5, Fluo-8 calcium, ACh EC20 PAM; 0% = ACh EC20, 100% = ACh EC100; activation, % at 3 µM; 360,000 compounds, 0.3% hits; AID 624038;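 active means activation above the run cutoff, the mean activation of all test compounds plus 3 SD, cut at about 18% in these data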
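Test system: CHO-K1 hM5 cells / Doses: single-point, 3 µM nominal / Times: Post-acetylcholine fluorescence recording 140 s / Technique: Fluo-8 calcium fluorescence / Measure: Max/basal fluorescence ratio as % of EC20–EC100 ACh window / Benchmarks: low control EC20 acetylcholine (0%), high control EC100 acetylcholine (100%) / Replicates: one well per compound, no replicates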
M4 antag: blocks acetylcholine activation of human M4 receptor; CHO-hM4 cells, ACh EC80, Fluo-8 calcium fluorescence; 360,000 compounds, 0.73% hits; inhibition, % at 3 µM;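 active means inhibition above its plate's cutoff, the mean inhibition of sample wells plus 3 SD, cut at about 27% in these data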;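 further: 0% = acetylcholine EC80 with DMSO and 100% = DMSO without agonist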
CHRM4 PAM: potentiates acetylcholine response at human M4 receptor; CHO-K1 hM4/Gqi5, Fluo-8 calcium fluorescence, ACh EC20; 0% = ACh EC20, 100% = maximal ACh; activation, % at 3 µM; 360,000 compounds, 0.4% hits; AID 624126;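 active means activation above its plate's cutoff, the mean activation of sample wells plus 3 SD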; further: some results filed as inactive read as strong as hits
Active calls of the source: *; · = no result given.

SMILES	M4 ag	M5 antag	CHRM1 PAM	CRFBP-R2 agonist	CRFR2-BP antag	M5 ag	CHRM5 PAM	M4 antag	CHRM4 PAM
Cc1ccc(Oc2ncccc2/C=N/O)cc1	0	-2	2	-0.7	-17	0	0	5	8
CCN1CCCn2c1nc1c2c(=O)n(C)c(=O)n1C	1	1	11	3.1	-17	0	-2	1	-1
CCCC(=O)N(Cc1cc2cc(OC)ccc2[nH]c1=O)c1ccc(OC)cc1	4	-9	2	0.1	5	2	1	-8	2
CC1CCC2(CC1)NC(=O)c1ccccc1O2 (stereo not drawn)	0	1	8	7.8	-5	-4	-2	-6	2
O=C1CCC(=O)N1OCCCOc1ccccc1	0	2	5	0.8	-6	0	-3	-4	2
CCC(CC)C(=O)N(C)c1c(C)nc2c(OCC(=O)C(C)(C)C)cccn12	0	7	2	·	·	1	-3	-7	1
C=CCn1c(SC)nnc1-c1ccc2ncccc2c1	2	-1	7	0.1	10	1	1	5	-4
C/C(=N\Nc1nc(C)cc(-c2ccccc2)n1)c1ccccc1	0	-6	3	-0.5	0	-9	-7	-5	0
COc1ccc(-c2cc(C(F)(F)F)nc(NCc3cccs3)n2)cc1	-1	-2	-6	11	-50	-6	-3	-16	1
CCOC(=O)C1CCCN(C(=O)CCNC(=O)Cn2ccc3ccccc3c2=O)C1 (stereo not drawn)	0	5	11	-0.6	7	-2	-3	5	1
CC(C)C[C@@H](CSc1ccc(Br)cc1)N1CCN(CC(C)C)CCC1=O	3	8	3	2.0	-2	-6	-5	-17	4
Cc1ccc2nc(NC(=O)C(NS(=O)(=O)c3cccc4nsnc34)C(C)C)sc2c1 (stereo not drawn)	0	-1	9	1.4	-8	-1	3	-3	3
O=C(c1ccccc1)c1ccc(OCCCN2CCCC2)cc1	0	-3	-12	-0.8	-18	-6	1	21	-20
O=C(O)C12C[C@H]3C[C@@H](C1)CC(n1ncc(N4CCN(c5ccccc5)CC4)c(Cl)c1=O)(C3)C2	1	-9	-10	12	-22	0	3	2	6
c1ccc(-c2ccc(SCc3cccnc3)nn2)nc1	11	3	-9	0.8	-1	0	-9	-7	-8
COCCN1C(=O)CCC1(C)C(=O)NC(C)(C)C (stereo not drawn)	1	-3	6	·	·	1	3	0	0
CC1(C)CC(=O)C(C=NCCN2CCN(C3CC(=O)N(c4ccc(Cl)c(Cl)c4)C3=O)CC2)=C(O)C1 (stereo not drawn)	5	6	9	0.1	-16	4	-4	-4	-2
O=C(OCc1nnn(Cc2ccccc2)c1-c1c(COC(=O)c2ccccc2)nnn1Cc1ccccc1)c1ccccc1	14	15	-5	20	-40	3	-18	11	-12
N/C(=N\OC(=O)CSc1ccccc1)c1cccc([N+](=O)[O-])c1	0	-6	-2	-3.2	-10	-5	-4	4	-9
Cc1nc(N2CCN(c3ccccn3)CC2)c2c(C)c(C(=O)Nc3ccc(Br)cc3C)sc2n1	1	11	-1	5.5	-12	0	-7	-6	-5
COc1ccccc1OCC(=O)NNC(=O)c1cccs1	1	0	0	-1.4	8	1	-4	-7	4
O=C(CSc1ccc(Cl)cc1)NCC1CCCO1 (stereo not drawn)	0	1	7	1.1	-8	0	-3	-1	5
COc1cccc(CC(=O)Nc2sc3c(c2C(N)=O)CCCC3)c1	2	11	-2	-0.8	-6	-4	-2	12	-6
CCOc1cccc2sc(NC(=O)CC)nc12	0	-5	-2	0.4	2	1	3	6	4
O=S(CC1CC1(Cl)Cl)CC1CC1(Cl)Cl (stereo not drawn)	1	-13	4	-1.4	18	-4	9	-4	1
COc1ccc(C(=O)Nc2nnc(-c3ccccc3)s2)cc1	2	-10	23	0.0	-8	1	17	2	9
COc1ccc(C(CNC(=O)COc2ccc(C)c(C)c2)N2CCCCC2)cc1 (stereo not drawn)	0	-2	2	-0.6	-5	-10	-3	-7	-1
COc1cccc(-c2nnc(NC(=O)C3CCCCC3)o2)c1	0	5	8	0.2	-6	2	2	-9	2
CN(C)C(CNC(=S)Nc1ccccc1)c1cccnc1 (stereo not drawn)	0	7	8	-0.2	-21	0	-4	5	0
O=C(Nc1ccc(F)c(Cl)c1)c1cc(C2CCCN(C(=O)CCc3ccccc3)C2)on1 (stereo not drawn)	8	1	0	·	·	0	-2	8	-2

Compound profiles, as listed above. Screens in order: M4 ag	M5 antag	CHRM1 PAM	CRFBP-R2 agonist	CRFR2-BP antag	M5 ag	CHRM5 PAM	M4 antag	CHRM4 PAM
COc1ccc(C(CNC(=O)COc2ccc(C)c(C)c2)N2CCCCC2)cc1 (stereo not drawn) in the list: 0	-2	2	-0.6	-5	-10	-3	-7	-1
COc1cccc(CC(=O)Nc2sc3c(c2C(N)=O)CCCC3)c1 in the list: 2	11	-2	-0.8	-6	-4	-2	12	-6
COc1cccc(-c2nnc(NC(=O)C3CCCCC3)o2)c1 in the list: 0	5	8	0.2	-6	2	2	-9	2
O=C(Nc1ccc(F)c(Cl)c1)c1cc(C2CCCN(C(=O)CCc3ccccc3)C2)on1 (stereo not drawn) in the list: 8	1	0	·	·	0	-2	8	-2
COc1ccc(C(=O)Nc2nnc(-c3ccccc3)s2)cc1 in the list: 2	-10	23	0.0	-8	1	17	2	9

Next part.
SMILES	M4 ag	M5 antag	CHRM1 PAM	CRFBP-R2 agonist	CRFR2-BP antag	M5 ag	CHRM5 PAM	M4 antag	CHRM4 PAM
N=c1sccn1CC(=O)Nc1ccc(S(N)(=O)=O)cc1	0	7	2	5.0	-1	-3	0	-4	-9
CC1CCC/C(=C\c2ccc(O)cc2)C1=O (stereo not drawn)	0	-7	15	-0.8	-3	0	1	1	-2
Cc1sc(NC(=O)CN(C(=O)c2ccccc2F)C2CCCC2)c(C(N)=O)c1C	20	18	1	0.0	-8	1	-5	1	-8
Cc1cc(C(=O)Nc2ccon2)c(C)o1	1	3	14	-1.8	-2	2	-1	-2	1
O=C(Nc1ccccc1Cl)c1ccn[nH]1	2	-2	4	1.8	14	-3	0	4	15
COc1ccc(C(=O)N/N=C2/SCC(=O)N2Cc2ccc3c(c2)OCO3)cc1OC	0	2	13	-2.7	-68	2	-2	-2	-5
CCCCNC(=O)c1sc(=S)n2c1[nH]c(=O)c1ccc(C(=O)NCCc3ccc(OC)c(OC)c3)cc12	0	-27	23	-0.2	15	2	25*	4	15
COc1cc(C(=O)N/N=C/c2ccc(OC(=O)c3ccccc3Cl)c(OC)c2)ccc1O	13	6	-4	-0.1	-8	0	-2	20	-7
CCOC(=O)c1oc2ccc(S(=O)(=O)n3nc(-c4ccc(OC)cc4)cc3N)cc2c1C	0	2	2	3.2	18	-1	-8	-4	-1
Cc1nc2ccccn2c1/C(O)=C1\C(=O)C(=O)N(CCN2CCOCC2)C1c1cccs1 (stereo not drawn)	1	1	-2	2.5	-16	1	4	9	7
CN(C(=O)c1ccc(NC(=O)Cc2ccc(NC(=O)C3CCN(C(=O)CCc4ccccc4)CC3)cc2)cc1)C1CC1	0	9	7	0.8	-2	-1	-7	15	-3
CC(C)CN(C(=O)COC(=O)c1cccnc1Cl)c1c(N)n(Cc2ccccc2)c(=O)[nH]c1=O	0	7	-6	-1.3	18	3	-2	11	-7
CC(C)Cn1c(N)c(C(=O)COC(=O)c2nccnc2N)c(=O)n(C)c1=O	2	2	1	-1.7	1	1	-4	5	7
CCOC(=O)c1cc(-c2ccc(OC(F)F)cc2)nc2nc(SC)[nH]c(=O)c12	7	-4	-3	-0.5	4	-1	-9	-6	-9
C=CCSc1nnc(NC(=O)COc2ccc3ccccc3c2)s1	1	2	5	-0.7	-11	3	-2	1	6
CCC(C(=O)Nc1nc(C)c(C(=O)OC)s1)c1ccccc1 (stereo not drawn)	0	5	9	-2.6	24	2	4	-3	1
O=C1Nc2c(Br)cc(Br)cc2C1(O)N1CCOCC1 (stereo not drawn)	1	-17	6	0.9	2	6	12	-12	9
Cc1c(NC(=S)NC(=O)CC(C)C)c(=O)n(-c2ccccc2)n1C	1	5	-4	-0.3	0	-6	-15	79*	-25
Clc1ccc(Nc2ccc3ccccc3n2)cc1	1	9	-11	4.0	0	-14	-15	0	-15
Cc1ccc(S(=O)(=O)NC(C(=O)N2CCOCCOCCOCCOCC2)c2ccccc2)cc1 (stereo not drawn)	1	8	17	0.6	-3	0	-4	0	0
CO/N=C/c1c(-c2ccc(Cl)cc2)nc2cc(C)ccn12	-1	2	8	-1.2	-8	0	0	-14	6
CC(OC(=O)c1cccs1)C(=O)NCc1ccc2c(c1)OCO2 (stereo not drawn)	1	-4	10	0.0	-11	-3	3	-14	24
Cc1ccc(-c2cc(C(=O)N3CCCc4ccccc43)no2)cc1	3	13	0	0.6	-14	-5	-5	-14	2
Cc1ccc(O)c(N=Cc2cc(Cc3ccccc3)cc([N+](=O)[O-])c2O)c1	10	8	5	-0.9	21	2	-9	2	-6
CCOC(=O)C1CCN(C(=O)CN2C(=O)c3cccnc3Oc3ccccc32)CC1	1	14	9	2.3	0	-4	-3	-3	1
Cc1cccc(C)c1NC(=O)CSc1nc(C)c(CC(=O)c2ccc(Br)cc2)c(C)c1C#N	1	-2	10	2.7	5	2	-1	10	5
COc1cc(C(=O)NCc2nnc(SCC(=O)N3CCC(C)CC3)o2)cc(OC)c1OC	0	4	2	-0.8	1	-4	-4	1	0
COc1ccc(-n2nnnc2C(c2ccccc2)N2CCN(C/C=C/c3ccccc3)CC2)cc1 (stereo not drawn)	3	72*	-26	·	·	-8	-22	32*	-16
COCC(C)n1c(C)cc(C(=O)COC(=O)CCc2nc3ccccc3c(=O)[nH]2)c1C (stereo not drawn)	4	6	-1	1.6	-44	1	2	-6	0
CN(C)CC(=O)Nc1cc(C(F)(F)F)ccc1Cl	22	-2	6	-0.9	8	-2	6	-32	13
CC1CCN(c2ccc(/C=N\Nc3nncn3N)cc2[N+](=O)[O-])CC1	1	5	-2	1.7	11	-2	-1	3	-8
CC(=O)C1=C(O)C(=O)N(CC#N)C1c1cccs1 (stereo not drawn)	0	9	-1	-0.9	2	-1	5	5	12
Cc1cccc(N2CCN(C(=S)NCc3ccco3)CC2)c1C	2	6	-10	-2.6	-15	-4	-8	-3	7
CCCn1c(SCC(=O)NCC(=O)Nc2ccc(F)c(F)c2F)nc2ccccc2c1=O	1	2	3	-2.3	4	0	-1	4	3
COc1ccc(CCNC(=O)[C@H](C)N2C(=O)N3CCc4c([nH]c5ccccc45)[C@@]3(C)C2=O)cc1	9	5	0	0.9	-29	1	0	-6	1
C=CCc1ccccc1OCCNCCCOC	0	9	-15	4.2	-19	-9	-4	7	-13
COC(=O)COc1c(/C=C\c2nc(O)c([N+](=O)[O-])c(=O)[nH]2)cccc1OC	1	-3	5	-0.2	16	5	5	3	-4
CC(=O)Nc1cc(C(=O)N2CCCC2)ccc1Sc1ccc(C)cc1	-2	-2	6	-1.9	18	4	5	-15	25
O=C(NNc1ccccc1Cl)C(O)(c1cccc(C(F)(F)F)c1)c1cccc(C(F)(F)F)c1	4	23	-17	1.1	-18	-5	-18	14	-10
CCOc1ccc(S(=O)(=O)NCCC(=O)N(CC)CC(=O)Nc2c(F)cccc2F)cc1	0	8	8	-1.2	1	2	-2	-2	1
Cc1nn(S(=O)(=O)c2ccc(Cl)cc2)c(C)c1Sc1ccc([N+](=O)[O-])cc1	2	-1	-1	1.7	30	-2	-7	-2	-3
